Screens deposited in PubChem by several laboratories.
TNAP inh no acc: blocks human TNAP activity with no phosphate acceptor present; P05186; purified TNAP, CDP-star luminescence, 30 min; inhibition, % at 20 µM; hit rate 0.26% among 200,000; AID 1012;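 active means tissue-nonspecific alkaline phosphatase inhibition above about 50% at 20 µM in the single-dose screen, limit read from the data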;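 further: 0% = DMSO negative control and 100% = EDTA positive control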
Target sequence (P05186 whole entry, looked up): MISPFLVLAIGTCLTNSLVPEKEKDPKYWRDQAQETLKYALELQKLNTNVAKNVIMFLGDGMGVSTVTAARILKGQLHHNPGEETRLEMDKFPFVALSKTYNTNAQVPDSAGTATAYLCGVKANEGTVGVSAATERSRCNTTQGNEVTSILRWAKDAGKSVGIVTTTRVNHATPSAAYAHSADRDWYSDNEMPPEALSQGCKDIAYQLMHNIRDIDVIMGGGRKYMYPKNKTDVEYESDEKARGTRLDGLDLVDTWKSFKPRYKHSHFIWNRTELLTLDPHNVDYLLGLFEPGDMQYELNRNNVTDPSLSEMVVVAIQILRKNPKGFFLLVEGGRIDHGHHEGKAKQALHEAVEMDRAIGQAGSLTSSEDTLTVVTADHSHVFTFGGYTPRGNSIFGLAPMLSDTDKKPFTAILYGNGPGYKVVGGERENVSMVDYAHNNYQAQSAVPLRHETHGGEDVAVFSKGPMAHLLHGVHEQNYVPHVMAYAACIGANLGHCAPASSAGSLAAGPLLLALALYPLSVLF
TNAP inh hi DEA: blocks human TNAP under high phosphate acceptor concentration; P05186; purified TNAP, CDP-star luminescence, 1 M DEA; inhibition, % at 20 µM; hit rate 0.03% among 200,000;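 active means over 50% inhibition of tissue-nonspecific alkaline phosphatase at 20 µM in the single-dose screen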;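 further: plate controls were DMSO wells for no effect and EDTA-quenched wells as full inhibition for full effect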
FLuc stim CS: firefly luciferase counter-screen for stimulation assays; activation factor at 10 µM; 200,000 tested, under 10 active; P08659; ATPlite luciferase biochemical, luminescence, 10 min; 0 = ATP-free wells, 1 = DMSO control; AID 1027;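 active means luciferase activation factor, scaled between plate controls, of at least 2 with compound at 10 µM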
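Assay system – cell-free luciferase reagent · Medium – PBS-based ATP solution · Dosing – test compounds dosed from 2 mM stocks in 100% DMSO · Timing – 10 min, room temperature · Technique – light output (luminescence) · Measure – luminescence gain marking luciferase activators · Controls – No-ATP low control, compound-free enzyme-plus-ATP high control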
PMI act: activators of human phosphomannose isomerase; hit rate 0.005% among 190,000; activation factor at 20 µM; P34949; purified human PMI, coupled resazurin fluorescence, 20 min; hits give high values; 1 = vehicle control, 0 substrate-free wells;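 active means activation factor of 2 or more at 20 µM, relative to plate controls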
Target sequence (P34949 whole entry, looked up): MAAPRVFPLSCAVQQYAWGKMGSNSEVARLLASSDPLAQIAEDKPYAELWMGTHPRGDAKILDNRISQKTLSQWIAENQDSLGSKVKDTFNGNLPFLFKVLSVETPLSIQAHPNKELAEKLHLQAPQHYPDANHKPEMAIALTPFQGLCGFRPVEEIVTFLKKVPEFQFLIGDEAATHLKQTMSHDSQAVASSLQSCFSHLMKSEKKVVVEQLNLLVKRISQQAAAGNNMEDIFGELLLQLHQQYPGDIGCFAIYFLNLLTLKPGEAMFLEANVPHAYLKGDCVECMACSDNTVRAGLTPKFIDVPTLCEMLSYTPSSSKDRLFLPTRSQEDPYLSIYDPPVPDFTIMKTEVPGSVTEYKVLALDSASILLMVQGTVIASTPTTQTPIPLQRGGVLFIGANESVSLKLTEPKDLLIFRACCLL
FLuc inhib CS: inhibits firefly luciferase, flagging false hits in luciferase inhibition screens | ATPLite firefly luciferase biochemical luminescence, 10 min | inhibition, % at 10 µM | hit rate 1.5% among 200,000;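 active means inhibition above about 50% when tested at 10 µM, limit read from the data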
bIAP activator: intestinal alkaline phosphatase (bovine) activation; purified bovine IAP, CDP-star luminescence, 30 min; hits give high values; fold of DMSO-control signal, blank-subtracted; activation factor at 20 µM; hit rate 0.17% among 200,000; AID 1016;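 active means activation factor of 2 or more at 20 µM, a signal rise over negative controls twice the positive control's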
NF-kB expr up: compounds increasing NF-kB expression in human neuronal cells; NF-kB reporter expression; hits give high values; fold change at 12.5 µM; hit rate 1.6% among 190,000; AID 1239; in the data active means fold change above about 3.3
APP 5'UTR act: APP 5'UTR luciferase reporter activation; SH-SY5Y APP 5'UTR luciferase reporter, luminescence; zero percent = DMSO vehicle wells; activation, % at 2 µM; hit rate 1% among 190,000; AID 1276;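 active means activation above a set limit, based on mean plus 3 SD of controls, cut at about 140% in these data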; further: values of inactives mirror those of a sister screen read the other way
PMI act hi M6P: PMI (human) activation, high substrate; P34949; coupled PMI enzyme assay, resazurin fluorescence, 20 min; hits give high values; 1 = untreated enzyme, 0 = substrate-free blank; activation factor at 20 µM; hit rate 0.34% among 190,000; AID 1216;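 active means activation factor of 2 or more at 20 µM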
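Material: human phosphomannose isomerase with PGI, G6PDH, diaphorase coupling enzymes / Reagent: Man-6-P substrate 1.0 mM / Dosing: single compound dose of 20 µM, 1% DMSO final / Incubation: enzyme reaction with compound 20 min at room temperature / Signal: resorufin fluorescence (Ex 544/Em 590 nm) from resazurin via diaphorase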
TNAP act hi DEA: TNAP (human) activation, high acceptor | P05186 | purified TNAP, CDP-star luminescence, 1 M DEA, 30 min; hits give high values; 0 = EDTA background, 1 = DMSO-only activity | activation factor at 20 µM | 200,000 tested, under 10 active | AID 1136;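 active means activation factor at least 2 at 20 µM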
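Control set: EDTA negative control, DMSO positive control / Assay system: human TNAP / Quantity: TNAP 1/800 final / Evaluation: TNAP activation factor scaled between EDTA and DMSO control wells / Measured by: luminescent substrate turnover signal / Compound dosing: one dose, 20 µM / Times: 30 min enzyme reaction at room temperature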
* marks the source's active call; other numbers are inactive results.

#	SMILES	FLuc inhib CS	APP 5'UTR act	NF-kB expr up	FLuc stim CS	PMI act hi M6P	PMI act	TNAP act hi DEA	bIAP activator	TNAP inh hi DEA	TNAP inh no acc
1	C/C(=N\Nc1nc(-c2ccccc2)cs1)c1cccs1	31	116	0.64	0.7	2.2*	1.6	0.9	0.9	12	-14
2	COc1cc(S(=O)(=O)Nc2ccc(C(=O)NCC(=O)O)cc2)ccc1NC(C)=O	-1	9	1	1	1.1	1.2	1	1	-2	-8
3	COc1ccc(-c2nc3ccccc3c(=O)n2N)cc1	-9	1	0.86	1.1	1	1	1.1	1	-8	-13
4	CC1CCCN(Cc2nc3c(c(=O)n(C)c(=O)n3C)n2Cc2c(F)cccc2Cl)C1 (stereo not drawn)	-2	26	1.1	1	0.9	0.9	1	1.1	-4	-7
5	CCC(=O)N(NC1=NS(=O)(=O)c2ccccc21)S(=O)(=O)c1ccc(C)cc1	-1	3	1.1	1	1.2	1.1	1	1.1	-5	-6
6	O=C(CCCc1c[nH]c2ccccc12)N1CCCCCC1	3	8	1.7	1	0.9	0.9	1	1.1	-2	-5
7	COc1cc(NC(=O)COc2ccccc2)c(OC)cc1NC(C)=O	-1	2	1.2	1	0.8	0.9	1	1.2	-4	-9
8	CC(C)C[C@H](NC(=O)Nc1ccc(S(N)(=O)=O)cc1)C(=O)O	-4	11	1.2	1	1	1	1	1.1	-5	-10
9	CC(C)C(=O)Nc1ccc(N2CCCC2)c(Cl)c1	7	13	1.8	0.9	1	1	1	1	-4	-19
10	O=C(Cn1ncc2c(=O)oc3ccccc3c21)N1CCC(N2CCCCC2)CC1	-4	18	1	1	0.8	0.8	1	1	-1	-15
11	COc1ccc(-n2ccnc2SCC(=O)NC2CCCC2)c(OC)c1	-5	11	0.99	1	1.1	1	1	1.1	-3	-11
12	CCC1(C)CC2(CCCN(CCC(=O)c3ccccc3)C2)CCO1 (stereo not drawn)	6	-11	0.93	0.9	1.1	1.2	1	1.1	2	14
13	N#C/C(=C\c1ccc(F)cc1)c1nc(-c2ccco2)cs1	43	65	1.8	0.6	1.1	1.1	1	0.7	-2	-5
14	COc1ccc(N2C(=O)CN=C2Nc2nc(C)cc(C)n2)cc1	-1	2	0.9	1	0.8	0.8	1	1.3	-4	-5
15	Cc1cccc(NC(=S)NCCCN2CCOCC2)c1	-6	-3	0.92	1.1	1.1	1.1	1	1.1	0	-10
16	O=C(O)Cc1csc(NC(=O)c2ccco2)n1	-6	16	1.2	1.1	0.9	0.9	1	1.1	-4	-4
17	O=C(OCC1COc2ccccc2O1)c1ccccc1F (stereo not drawn)	3	-4	2	1	1	1	1	0.7	1	-8
18	CC(C)Oc1cccc(C(=O)C2CCCN(Cc3cnc(N4CCOCC4)s3)C2)c1 (stereo not drawn)	-5	12	1.1	1	1	0.9	1	0.9	-1	-1
19	CC1CCc2cc(F)ccc2N1C(=O)c1ccc2c(c1)OCO2 (stereo not drawn)	-10	10	0.9	1.1	1	0.9	1	1	-4	-2
20	CCOc1ccc(C2/C(=C(/O)c3ccc(OC)cc3)C(=O)C(=O)N2c2cc(C)on2)cc1OC (stereo not drawn)	-7	-18	1.1	1.1	1.1	1	1.1	1	-8	-20
21	CC(=O)Nc1ccc2nc(NC(=O)COc3ccc([N+](=O)[O-])cc3)sc2c1	-1	3	0.81	1	0.9	0.8	1	0.9	-4	-5
22	Cc1ccc(C(C)C)c(OCC(=O)Nc2ccc(N3CCN(S(C)(=O)=O)CC3)cc2)c1	-5	-39	1.1	1	1	0.9	1.1	0.9	-6	-13
23	CCN(C(=O)Cn1c(=O)n(Cc2ccccc2)c(=O)c2ccccc21)c1cccc(C)c1	-1	-11	0.76	1	0.9	0.9	1	1	-2	-6
24	O=C(N/N=C/c1c[nH]c2ccccc12)C1COc2ccccc2O1 (stereo not drawn)	-4	-26	0.94	1	1	1	1	0.9	-4	-10
25	COc1ccc(-c2cn3cccnc3n2)cc1NC(=O)c1cc(OC)c(OC)c(OC)c1	31	5	0.57	0.7	1.2	1.3	1	1.2	-1	-10
26	C=C(CC1([C@@H](NP(=O)(c2ccccc2)c2ccccc2)[C@H]2C[C@@H]2CCCC)CC1)c1ccccc1	-8	1	0.95	1.1	1	1	1.2	0.9	-22	-25
27	O=C(CCn1c(=O)c2ccccc2n(CC(=O)NC2CCCC2)c1=O)NCCc1ccc(Cl)cc1	-6	13	0.94	1.1	1	1	1	1.1	-3	-3
28	Cc1ccc2nc(SCc3nnc(-c4cccs4)o3)[nH]c2c1	0	2	0.9	1	0.9	0.9	1	1	-4	-10
29	CC(=O)COc1ncn(-c2ccccc2)n1	1	2	1.1	1	1	1	1	1	2	-7
30	O=C(Nc1nccs1)C1C2CC3OC(=O)C1C3C2 (stereo not drawn)	-6	9	1.2	1.1	0.9	0.9	1	0.8	-1	-8
31	Cc1cc2c(cc1C)N(C(=O)CSc1nncn1C)C(C)(C)c1ssc(=S)c1-2	-6	-4	0.95	1.1	1	0.9	0.9	0.9	12	9
32	CC1=C(C(=O)c2ccccc2)C(c2cccc([N+](=O)[O-])c2)NC(=S)N1 (stereo not drawn)	0	18	1.1	1	0.7	0.8	1.1	0.8	-6	-1
33	COc1ccc2c(c1)c(=O)oc1cc(OCC(=O)N3CCC(C)CC3)ccc12	1	-15	0.99	1	1.1	1.1	1.1	1	-8	-5
34	CCOc1cc(C)cc2oc(=O)cc(-c3ccccc3)c12	-5	1	1	1.1	0.9	0.9	1.1	0.6	-8	-4
35	COc1cc(/C=C/C2=CC(C)(C)NC(=S)N2)cc(OC)c1OC	0	30	0.98	1	1.3	1.3	1	0.7	-2	5
36	Cc1cc(Nc2ccccc2)n(-c2nc3ccccc3[nH]2)n1	-6	-6	0.91	1.1	0.9	0.9	1.1	1	-6	-10
37	CCOC(=O)C1=C(C)NC(=O)C1(NC(=O)c1cccnc1)C(F)(F)F (stereo not drawn)	-4	-14	1	1	1	0.9	1.1	1	-8	-22
38	COc1ccc(C2=NN(C(=O)CCC(=O)O)C(c3cccs3)C2)cc1 (stereo not drawn)	1	11	1.3	1	0.9	0.9	1.1	1.2	-9	-7
39	CCC(=O)Nc1cc(C(=O)O)ccc1Sc1ccccc1	-3	18	0.93	1	1.1	1.2	1.1	1	-6	-4
40	c1ccc(-c2nnc3ccc(N4CCCC4)nn23)cc1	-3	4	1.5	1	0.9	0.9	1	1	4	-8
41	O=C(NCCCN1CCN(c2cccc(Cl)c2)CC1)c1nc(-c2ccncc2)no1	-7	-7	0.88	1.1	0.9	0.9	1	1	-3	-5
42	C/C(=N\Nc1nc(N)cc(Cl)n1)c1ccc(F)cc1	11	46	1.2	0.9	0.9	0.9	1	1.1	-3	-5
43	O=C(CCn1nnc2ccccc21)Nc1nnc(Cc2ccccc2)s1	0	18	0.93	1	1.3	1.2	1	1	4	0
44	CC(C)n1c(SCC(=O)N2c3ccccc3Sc3ccccc32)nc2c1c(=O)n(C)c(=O)n2C	-11	-13	0.95	1.1	0.9	1	1.1	1	-6	3
45	COC(=O)c1cn(CC(=O)NC2CCCCCC2)c2ccccc12	-3	12	1.2	1	1	0.9	1	1.4	4	-4
46	OC(CNCc1ccc(Cl)cc1)C(F)(F)F (stereo not drawn)	-10	5	1.2	1.1	1	1.1	1.1	1	-7	-17
47	CC(C)C(OC(=O)c1ccco1)C(=O)NCc1cccs1 (stereo not drawn)	1	8	1.2	1	1.1	1.1	1	1.2	3	-4
48	CC(C)C(=O)O/N=C1\CCS(=O)(=O)c2sccc21	-7	12	1.1	1.1	1	1	1.1	0.9	-9	-12

Whole records, looked up by structure. Order of screens: FLuc inhib CS | APP 5'UTR act | NF-kB expr up | FLuc stim CS | PMI act hi M6P | PMI act | TNAP act hi DEA | bIAP activator | TNAP inh hi DEA | TNAP inh no acc
CC(C)n1c(SCC(=O)N2c3ccccc3Sc3ccccc32)nc2c1c(=O)n(C)c(=O)n2C reads -11 | -13 | 0.95 | 1.1 | 0.9 | 1 | 1.1 | 1 | -6 | 3
OC(CNCc1ccc(Cl)cc1)C(F)(F)F (stereo not drawn) reads -10 | 5 | 1.2 | 1.1 | 1 | 1.1 | 1.1 | 1 | -7 | -17
O=C(CCn1nnc2ccccc21)Nc1nnc(Cc2ccccc2)s1 reads 0 | 18 | 0.93 | 1 | 1.3 | 1.2 | 1 | 1 | 4 | 0

Look-ups from the results shown.
FLuc stim CS with CC(C)C(OC(=O)c1ccco1)C(=O)NCc1cccs1 (stereo not drawn) reads 1
PMI act hi M6P with OC(CNCc1ccc(Cl)cc1)C(F)(F)F (stereo not drawn) reads 1
FLuc inhib CS with CC(C)C(=O)O/N=C1\CCS(=O)(=O)c2sccc21 reads -7
bIAP activator with O=C(CCn1nnc2ccccc21)Nc1nnc(Cc2ccccc2)s1 reads 1
bIAP activator with COC(=O)c1cn(CC(=O)NC2CCCCCC2)c2ccccc12 reads 1.4
